# OX1R antag-1 = human HCRTR1 antagonism | inhibition, % at 5 µM | 330,000 compounds, 0.43% hits | O43613 | AID 434989 | CHO/OX1R cells, Fluo-8 calcium fluorescence, orexin A;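 active means inhibition above its plate's threshold, mean inhibition of all tested compounds on the plate plus 3 SD, cut at about 37% in these data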;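 further: 0% = orexin A challenge wells and 100% = SB-334867-A antagonist wells; not every result past the cut was called active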
# Target sequence (O43613 whole entry, looked up): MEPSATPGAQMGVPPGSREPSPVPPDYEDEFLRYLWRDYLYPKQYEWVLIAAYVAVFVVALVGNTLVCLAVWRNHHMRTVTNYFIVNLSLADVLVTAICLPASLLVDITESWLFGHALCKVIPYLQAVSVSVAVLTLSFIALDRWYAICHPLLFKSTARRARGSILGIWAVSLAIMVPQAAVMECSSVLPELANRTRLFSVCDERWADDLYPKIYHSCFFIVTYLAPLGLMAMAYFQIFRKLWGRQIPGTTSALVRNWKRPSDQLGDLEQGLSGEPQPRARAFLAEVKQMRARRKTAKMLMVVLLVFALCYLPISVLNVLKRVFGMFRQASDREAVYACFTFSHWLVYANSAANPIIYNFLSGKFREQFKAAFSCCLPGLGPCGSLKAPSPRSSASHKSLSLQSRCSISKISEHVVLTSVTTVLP
# CHT allo act = allosteric activators of human choline transporter CHT; Q9GZV3; CHT-expressing cells, membrane potential dye, choline EC20; stronger effect = higher value; LV-AA mutant CHT in HEK293 cells; B-score at 10 µM; 310,000 compounds, 0.49% hits;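 active means initial fluorescence not abnormally high and integrated response B-score, plate-corrected, over 3 SD above library mean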
# Target sequence (Q9GZV3 whole entry, looked up): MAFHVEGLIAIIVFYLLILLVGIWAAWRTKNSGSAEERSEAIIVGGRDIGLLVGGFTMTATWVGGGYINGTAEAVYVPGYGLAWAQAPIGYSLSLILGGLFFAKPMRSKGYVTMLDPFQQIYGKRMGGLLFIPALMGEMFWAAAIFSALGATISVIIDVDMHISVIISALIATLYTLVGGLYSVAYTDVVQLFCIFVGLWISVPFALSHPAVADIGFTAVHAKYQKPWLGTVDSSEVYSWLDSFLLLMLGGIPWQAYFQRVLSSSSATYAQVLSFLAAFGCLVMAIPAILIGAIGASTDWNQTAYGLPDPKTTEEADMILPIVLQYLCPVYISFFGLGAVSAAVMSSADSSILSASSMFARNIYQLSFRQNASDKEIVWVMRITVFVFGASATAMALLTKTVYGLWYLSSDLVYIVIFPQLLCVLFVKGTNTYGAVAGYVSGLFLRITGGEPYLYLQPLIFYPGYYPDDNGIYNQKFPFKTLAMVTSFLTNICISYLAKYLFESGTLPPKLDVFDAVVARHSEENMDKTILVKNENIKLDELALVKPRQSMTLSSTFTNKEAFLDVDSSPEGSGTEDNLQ
# OX1R antag-2 = blocks the human orexin 1 receptor; O43613; OX1R-expressing cells, FRET antagonist read-out; inhibition, % at 6.6 µM; 330,000 compounds, 1.8% hits; AID 485270; in the data active means inhibition mostly above about 38%, no sharp cut-off; inactive means mostly below about 40%;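 further: 0% = agonist challenge alone and 100% = reference antagonist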
# Starred values were filed as active, the others as inactive; i = inactive; · = no result given.
SMILES,OX1R antag-1,CHT allo act,OX1R antag-2
CCCCSc1cc(=O)[nH]c(N)n1,-15,i,5
O=C(NCC(=O)N1CCN(c2ccccc2)CC1)c1ccc(Cl)cc1,-16,i,7
C=CCSc1nc(N)c2c3c(sc2n1)CN(C)CC3,-14,i,-5
O=C(O)c1ccc(Oc2ccc(C(F)(F)F)cn2)cc1,-10,i,10
COc1ccc(C)cc1S(=O)(=O)N(CC(=O)O)c1ccc(F)cc1,-9,i,6
O=C(Cn1ccc(NC(=O)OCc2ccccc2)nc1=O)NCCCN1CCCC1=O,-4,·,6
Cc1ccnc(N=O)c1,-3,·,8
CC1(C)CC(=O)C2=C(C1)N(c1ncn[nH]1)C(N)=C(C#N)C2c1ccccc1 (centres undefined),-12,i,4
CSc1ncccc1C(=O)NCC12CC3CC(CC(C3)C1)C2,-4,i,14
O=C(O)C1CSC(c2ccco2)N1 (centres undefined),-3,i,10
Cc1cccc(NC(=O)CCN2CCN(C)CC2)c1,-20,i,-6
CCOC(=O)CCC(=O)Nc1ncnc2c1C(c1ccccc1)c1c(ccc3ccccc13)O2 (centres undefined),3,·,19
Cc1ccnc(NS(=O)(=O)c2ccc(NC(=O)c3cncc(Br)c3)cc2)n1,-6,i,16
CCC(CC)C(=O)Nc1cccc(C(=O)NCCc2ccccc2)c1,3,i,59
CN1CCc2c(sc3nc(SCC(N)=O)n(-c4ccccc4)c(=O)c23)C1,-19,i,38
Cc1cccc(NC(=O)CSc2ccc(-c3cccs3)nn2)c1C,-30,i,21
COc1cc(/C=C2/SC(=S)N(Cc3ccccc3)C2=O)cc(OC)c1O,31,i,11
COc1cc(CCC(=O)OCC(=O)N(CCC#N)c2ccccc2)cc(OC)c1OC,-33,i,9
COc1ccccc1NC(=O)Cc1noc(CSc2cc(C)c3ccccc3n2)n1,-5,i,24
O=C(Nc1ccc(Br)cc1)C1CCCC1,-8,i,21

# The last 7 records of the section before come first, to join the parts:
SMILES,OX1R antag-1,CHT allo act,OX1R antag-2
CCC(CC)C(=O)Nc1cccc(C(=O)NCCc2ccccc2)c1,3,i,59
CN1CCc2c(sc3nc(SCC(N)=O)n(-c4ccccc4)c(=O)c23)C1,-19,i,38
Cc1cccc(NC(=O)CSc2ccc(-c3cccs3)nn2)c1C,-30,i,21
COc1cc(/C=C2/SC(=S)N(Cc3ccccc3)C2=O)cc(OC)c1O,31,i,11
COc1cc(CCC(=O)OCC(=O)N(CCC#N)c2ccccc2)cc(OC)c1OC,-33,i,9
COc1ccccc1NC(=O)Cc1noc(CSc2cc(C)c3ccccc3n2)n1,-5,i,24
O=C(Nc1ccc(Br)cc1)C1CCCC1,-8,i,21
O=C(Nc1ccc(Cl)c(Cl)c1)N1CCCCCC1,19,i,11
CCCC(C)NC(C)C(=O)NC1CCCC1 (centres undefined),4,i,-2
COC(=O)c1ccccc1NC(=O)CSc1nccn1C,-16,i,11
CC1CCCCN1CCCNC(=O)CCCN1C(=O)c2cccnc2Sc2ccccc21 (centres undefined),-11,i,27
O=C1CN(C(=O)c2cc(Br)c(Br)s2)c2ccccc2N1,-2,i,25
CC(C)CCNC(=O)Cc1ccc(Nc2nc(=S)[nH]c3ccccc23)cc1,-20,i,28
N#Cc1c(-c2ccccc2Cl)cc(-c2ccccc2)[nH]c1=S,-17,i,8
CC(=O)N1CCCN(Cc2cn(-c3ccc(C)cc3)nc2-c2ccc(F)cc2)CC1,-28,i,11
COc1cc(NC(=O)c2cccc3c2C(=O)N(C2CCCCC2)C3)cc(OC)c1OC,-10,i,20
Cc1cc(C)c(C#N)c(SCc2ccccc2)n1,-14,i,21
Cc1ccnc(NC(=O)Nc2ccc3c(c2)N(C)C(=O)CS3)c1,-6,i,13
CCc1nnc(NC(=O)C2(C)COC(c3ccc(OC)cc3)OC2)s1 (centres undefined),-29,i,8
CC(C)C(=O)OC/C(O)=C(\C#N)c1nc2ccccc2[nH]1,-9,i,13
Cc1cccc(-n2cc(-c3ccccc3)c3c(NN4CCOCC4)ncnc32)c1,-6,i,18
O=C(COC(=O)c1cncc(Br)c1)NCCC1=CCCCC1,-22,i,13
CC[C@@]1(C(=O)OC)N[C@H](CN(C)C(=O)C2CCCCC2)[C@@H]2C(=O)N(Cc3ccccc3)C(=O)[C@@H]21,-9,·,10
Cc1ccc2c(c1)c1c(n2C)C(C(N)=O)CCC1 (centres undefined),-14,i,6
O=c1[nH]c2ccc(S(=O)(=O)NCCO)cc2[nH]1,-16,i,13
O=C1CCCCC1c1cccc2ccccc12 (centres undefined),-5,i,4
CCOCCn1c(N2CCCC2)nc2c1c(=O)n(C)c(=O)n2C,-14,i,0

# By substructure, the entries above containing a thiophene ring, fused or not (4)
SMILES,OX1R antag-1,CHT allo act,OX1R antag-2
C=CCSc1nc(N)c2c3c(sc2n1)CN(C)CC3,-14,i,-5
CN1CCc2c(sc3nc(SCC(N)=O)n(-c4ccccc4)c(=O)c23)C1,-19,i,38
Cc1cccc(NC(=O)CSc2ccc(-c3cccs3)nn2)c1C,-30,i,21
O=C1CN(C(=O)c2cc(Br)c(Br)s2)c2ccccc2N1,-2,i,25

# Compound profiles (already shown).
# O=C(Nc1ccc(Cl)c(Cl)c1)N1CCCCCC1 across the screens: OX1R antag-1: 19; CHT allo act: i; OX1R antag-2: 11
# Cc1ccc2c(c1)c1c(n2C)C(C(N)=O)CCC1 (centres undefined) across the screens: OX1R antag-1: -14; CHT allo act: i; OX1R antag-2: 6

# Going on with the list:
SMILES,OX1R antag-1,CHT allo act,OX1R antag-2
CC(C)c1ccc(NC2CCCN(C(=O)CCCn3cncn3)C2)cc1 (centres undefined),-8,i,10
CC(C)Cn1nc(C(=O)OCC(=O)NCC(F)(F)F)c2ccccc2c1=O,-25,i,33
Cn1c(N)c(C(=O)CSc2nnc(C3CC3)n2Cc2ccccc2)c(=O)[nH]c1=O,14,·,-1
CCC(C)Sc1ccc(-c2nc3ccc(C)cn3c2NCc2ccccc2)cc1 (centres undefined),73,·,10
O=S(=O)(Nc1ccc2c(c1)OCO2)c1cccc(Br)c1,-8,·,12
O=C(O)/C=C/c1nc(-c2ccccc2)n2ccccc12,-9,i,35
O=S(=O)(c1ccc2nc(N3CCN(c4ccccc4F)CC3)ccc2c1)N1CCCCC1,-4,i,8
CCO[C@@H]1OC(C(=O)O)=C[C@H](C)[C@H]1CCCO,2,i,4
CCCCN(C)Cc1c(C)[nH]c2c(ccc3ccccc32)c1=O,-10,i,2
O=c1ccc(NS(=O)(=O)c2ccccc2Cl)cn1Cc1ccc(Cl)c(Cl)c1,-22,i,8
CCOC(=O)C1CCN(C(=O)COC(=O)COc2ccc(Cl)cc2)CC1,0,i,6
COc1ccccc1NC(=O)N(Cc1ccccc1)c1ccccn1,-5,i,32
O=C(O)c1ccccc1C(=O)NNC(=O)C(c1ccccc1)c1ccccc1,-39,i,-20
O=C(COC(=O)CNS(=O)(=O)/C=C/c1ccccc1)Nc1cccc2ccccc12,-22,i,6
Cc1nc2ccc([N+](=O)[O-])cc2nc1C,4,i,112*
O=C(CCNS(=O)(=O)c1ccccc1F)N1CCN(C(c2ccccc2)c2ccccc2)CC1,4,i,28
CN1CCSc2ccc(C(=O)NCc3cccc(F)c3)cc21,-24,i,8
O=C(N/N=C/c1cc(Cl)cc([N+](=O)[O-])c1O)C1CC1,-13,i,54
Cc1ccc(S(=O)(=O)N(CC(=O)NCCSCc2ccco2)c2ccc(F)cc2)cc1,-29,i,26
Cc1cc(C(F)(F)F)nc(SCC(=O)Nc2c(C)n(C)n(-c3ccccc3)c2=O)n1,-17,i,14
Cc1cc(C)c(S(=O)(=O)N2CCN(CCO)CC2)c(C)c1,-14,i,12
Cc1[nH]nc2c1/C(=N/O)CC(c1ccccc1)C2 (centres undefined),10,i,4
Oc1ccc(Cl)cc1C1=Nc2ccccc2N=C(c2ccco2)C1,-11,i,4
CCN1C(=O)[C@@H]2[C@@H](c3ccc(-c4ccc(Cl)c(Cl)c4)c(OC)c3)N3CCC[C@@]3(C(=O)OC)[C@@H]2C1=O,-19,i,0
COc1cc(C2NC(=O)CS2)cc(OC)c1OC (centres undefined),-20,i,23
Cc1cc(=O)n2[nH]c(-c3ccc(C(C)(C)C)cc3)cc2n1,-10,i,13
Cc1cccc(CSCCNC(=O)Nc2ccccc2)c1,-11,i,16
Cc1ccccc1NC(=O)CCC(=O)OCC(=O)c1cccc([N+](=O)[O-])c1,1,i,30
CN1CCc2c(sc(N)c2C(N)=O)C1,-14,i,20
Cc1oc(-c2cccc(Cl)c2)nc1CN(C)C1CCOC1 (centres undefined),-24,i,6
COC(=O)C(CC(C)C)NC(=O)C(Cc1ccccc1)NC(=O)C1CCCN1C(=O)OC(C)(C)C (centres undefined),-31,i,15
COc1ccc(-c2ccc(CCC(=O)O)n2NC(=O)c2cccs2)cc1,-4,i,29
COc1ccc(C(=O)Nc2cccc(C(C)=O)c2)cc1OC,-14,i,18
CCCCn1c(N)c(N(CCOC)C(=O)COc2ccc(Cl)cc2)c(=O)[nH]c1=O,-9,i,7
CCC(C)c1ccc(O)c(NC(=O)c2cccnc2)c1 (centres undefined),-17,i,5
CCC/C=C1/CCCOC(C(=O)NCCN2CCOCC2)(C(F)(F)F)C1 (centres undefined),-14,i,20
COc1ccc(C(CC(=O)NC(C)(C)C)n2cccc2)cc1 (centres undefined),-14,i,4
Cc1ccc(NC(=O)CCC(=O)NNC(=O)COc2ccccc2)c(C)c1,4,i,29
CCOC(=O)c1c(-c2ccccc2)nc2cc(C)ccn12,-16,i,21
c1ccc(-c2cc(N3CCOCC3)nc3ccccc23)cc1,-24,i,0
CC1CCN(C(=S)Nc2cccc(S(=O)(=O)N(C)C)c2)CC1,-38,i,13
CCN1CCN(C(=O)c2ccc3c(Cl)c4c(nc3c2)CCCC4)CC1,-24,i,16
COc1ccc(-c2nc(CSCC(=O)NCCC3=CCCCC3)c(C)o2)cc1OC,-17,i,20
Cc1cc(C(=O)COC(=O)c2ccc(Cl)c(S(N)(=O)=O)c2)c(C)n1C1CC1,-21,i,6
COc1ccc([N+](=O)[O-])cc1COc1cc(C)cc2oc(=O)cc(-c3ccccc3)c12,-16,i,17
CC1(C)c2ssc(=S)c2-c2ccccc2N1C(=O)CSC1=NCCS1,-22,i,14
Cc1ncoc1C(=O)N1CCCC(C(=O)Nc2cccc(-c3ccc(F)cc3)c2)C1 (centres undefined),-11,i,-2
Cn1c(=O)c2c(ncn2CC(=O)Nc2nnc(Cc3ccccc3)s2)n(C)c1=O,-10,i,2
C=CC[C@@H](CC(=O)N[C@H](CO)Cc1ccccc1)C(=O)NCCOC(=O)[C@@H](CC=C)Cc1ccc(F)cc1,-18,·,10
Cc1nc2scc(C)n2c(=O)c1S(=O)(=O)Nc1ccc(OC(F)(F)F)cc1,-22,i,11
O=C(CCCOc1ccc(Cl)cc1Cl)Nc1ccccn1,-17,i,21
COc1ccc2nc(NC(=O)C3CSC4(C)CCC(=O)N34)sc2c1 (centres undefined),-27,i,17
O=C(Nc1nnc(-c2ccco2)o1)c1cccc(Cl)c1,3,i,15
O=C(Cn1nc(-c2ccc(N3CCOCC3)c([N+](=O)[O-])c2)c2ccccc2c1=O)N1CCCCC1,-17,i,21
CC(C)(C)C(=O)CN1CCN(S(=O)(=O)c2ccc(F)cc2)CC1,-16,i,10
CC(C)(C)c1ccc(S(=O)(=O)N2CCN(CC(=O)NC(=O)NC3CCCCC3)CC2)cc1,-50,i,7
CN(c1ccccc1)P(=O)(N(C)c1ccccc1)N(C)c1ccccc1,22,i,28
O=C(CN1C(=O)NC(Cc2ccccc2)C1=O)Nc1ccc(F)c(F)c1F (centres undefined),-16,·,-4
COc1ccccc1C1C2CCCCC2(O)CCN1CC(=O)Nc1ccccc1 (centres undefined),-25,i,4
CCN1CCN(c2ncc(C(=O)Nc3cc(Cl)ccc3OC)c3ccccc23)CC1,-30,i,3

# Ordered by value in OX1R antag-2 (ascending): some entries from above
Molecule,OX1R antag-2
O=C(CN1C(=O)NC(Cc2ccccc2)C1=O)Nc1ccc(F)c(F)c1F (centres undefined),-4
CCN1CCN(c2ncc(C(=O)Nc3cc(Cl)ccc3OC)c3ccccc23)CC1,3
COc1ccccc1C1C2CCCCC2(O)CCN1CC(=O)Nc1ccccc1 (centres undefined),4
COc1ccc2nc(NC(=O)C3CSC4(C)CCC(=O)N34)sc2c1 (centres undefined),17
CN(c1ccccc1)P(=O)(N(C)c1ccccc1)N(C)c1ccccc1,28

# Next part.
SMILES,OX1R antag-1,CHT allo act,OX1R antag-2
CCOC(=O)C1CCN(C2=NC(=O)/C(=C/c3ccc(OC)c(OC)c3)S2)CC1,-13,i,3
Cc1ccc(S(=O)(=O)N2CCC(CN3C(=O)c4cccc5cccc(c45)C3=O)CC2)cc1,-15,i,24
COc1ccc(CCn2c(=N)c(S(=O)(=O)c3ccc(C)cc3)cc3c(=O)n4ccccc4nc32)cc1,-20,i,0
Cc1cccn2c(CN(C)CC3CCCCO3)c(C(=O)N3CCCCC3)nc12 (centres undefined),-13,i,18
CC(C)=C(NC(=O)c1ccccc1)C(=O)NCCCC(=O)O,-12,i,0
COc1ccc(C(=O)N/N=C/c2cccc3cccnc23)cc1,-8,i,47
C[C@@H](OC(=O)N1CCCCC1)[C@H]1O[C@]2(C)CCCC[C@H]1O2,-5,·,6
CCOC(=O)c1[nH]cnc1N=Nc1c(O)ccc2ccccc12,7,i,14
CN(C)c1ccc(S(=O)(=O)NCC(=O)NCCC2=CCCCC2)cc1[N+](=O)[O-],-9,·,9
COc1ccc(COCC(O)CN2CC(C)OC(C)C2)cc1OC (centres undefined),6,i,-7

# Assay outcomes from PubChem BioAssay.
